TDP2 inh: TDP2 (human) inhibition, absorbance primary screen; recombinant TDP2, T5PNP hydrolysis, p-nitrophenol absorbance 415 nm; inhibition, % at 12.8 µM; 0.34% of 370,000 active;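 active means inhibition above the mean of all tested compounds plus 3 SD, set per campaign, cut at about 25% in these data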;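 further: 0% = DMSO with enzyme and 100% = buffer with substrate but no TDP2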
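System: recombinant human TDP2 / Amount: 120 nM TDP2 per well / Also added: 5 mM T5PNP chromogenic substrate / Doses: 12.8 µM single point, 1% DMSO / Incubation: 2 h at 37 °C / Detection: p-Nitrophenol epi absorbance / Evaluation: % inhibition relative to enzyme-containing and enzyme-free wells / Repeats: singlicate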
PRMT1 FP inh: inhibitors of human PRMT1 | recombinant PRMT1, activity-based probe fluorescence polarization | inhibition, % at 2.79 µM | 1.3% of 370,000 active | AID 652257;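 active means inhibition above about 21% made by adding two undisclosed values, limit read from the data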
PG9 Ab binder: PG9 antibody binding by small molecule. TR-FRET gp120-PG9 antibody binding. inhibition, % at 6.7 µM. 0.43% of 360,000 active. AID 624416; in the data active means inhibition above about 8.5%
SIAE inh: blocks human sialic acid acetylesterase. SIAE FP-Rh probe binding, fluorescence polarization. inhibition, % at 9.66 µM. 0.69% of 370,000 active. AID 1053197;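 active means inhibition above a cutoff: mean of compounds within the control limits plus 3 SD of those, cut at about 17% in these data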;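 further: 0% = plate median of compound wells and 100% = probe without SIAE protein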
TCR-CD3 inh: blocks the human TCR-CD3 interaction; AID 651800; TAMRA-labeled TCR probe fluorescence, biochemical; inhibition, % at 9.4 µM; 0.37% of 360,000 active; in the data active means inhibition above about 19%;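 further: recombinant mutant TCR 2C K166C tagged with TAMRA read by polarization; 0% = receptor in buffer alone and 100% = receptor with positive control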
HTRA1 inh: HTRA1 (human) protease inhibition; inhibition, % at 5.96 µM; Q92743; AID 504803; 0.5% of 340,000 active; recombinant HTRA1, FP-rhodamine activity-based probe, fluorescence polarization; in the data active means inhibition above about 36%;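 further: 0% = enzyme with DMSO and 100% = wells lacking enzyme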
Target sequence (Q92743 whole entry, looked up): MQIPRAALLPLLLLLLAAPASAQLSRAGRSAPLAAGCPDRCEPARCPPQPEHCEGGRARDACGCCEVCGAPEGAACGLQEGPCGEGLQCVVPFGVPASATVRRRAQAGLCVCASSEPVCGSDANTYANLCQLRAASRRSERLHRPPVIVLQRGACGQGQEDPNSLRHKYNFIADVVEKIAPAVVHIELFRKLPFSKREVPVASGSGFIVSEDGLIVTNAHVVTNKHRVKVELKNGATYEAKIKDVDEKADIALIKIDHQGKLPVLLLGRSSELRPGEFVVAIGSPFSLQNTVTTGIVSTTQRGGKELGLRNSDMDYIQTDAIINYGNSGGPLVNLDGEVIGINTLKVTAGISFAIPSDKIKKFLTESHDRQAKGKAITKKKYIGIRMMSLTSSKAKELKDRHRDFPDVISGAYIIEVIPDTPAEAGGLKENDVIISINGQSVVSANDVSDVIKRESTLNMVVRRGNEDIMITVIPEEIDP
mABHD4 FP: ABHD4 (mouse) inhibition, primary FP screen. Q8VD66. purified mABHD4, FP-Rh probe fluorescence polarization. inhibition, % at 8.92 µM. 0.54% of 370,000 active;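 active means inhibition exceeding the mean over every tested compound plus 3 SD, cut at about 30% in these data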;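 further: 0% = plate median of compound wells and 100% = S159A mutant with DMSO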
Target sequence (Q8VD66 whole entry, looked up): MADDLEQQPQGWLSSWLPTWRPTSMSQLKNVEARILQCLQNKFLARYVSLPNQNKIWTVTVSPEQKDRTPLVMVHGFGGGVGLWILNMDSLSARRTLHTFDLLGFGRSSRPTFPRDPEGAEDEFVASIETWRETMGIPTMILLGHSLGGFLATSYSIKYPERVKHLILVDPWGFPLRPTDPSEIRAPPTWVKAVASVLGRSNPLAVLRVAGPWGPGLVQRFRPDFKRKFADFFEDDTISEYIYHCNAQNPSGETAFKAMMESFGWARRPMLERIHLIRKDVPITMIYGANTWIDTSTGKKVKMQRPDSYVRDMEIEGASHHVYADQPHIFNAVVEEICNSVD
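Assay system: mouse ABHD4 enzyme, wild type / Also added: fluorescent activity-based probe FP-Rh / Doses: single nominal dose of 8.92 µM, 0.89% DMSO final / Timing: 45 min compound pre-incubation plus 60 min probe step, 25 °C / Signal: FP readout, ex 525 nm / em 598 nm / Control set: S159A mutant/DMSO as 100%, compound-well median as 0%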
UHRF1 binding: human UHRF1 methylated DNA binding inhibitors. 0.75% of 370,000 active. Q96T88. AID 687016. inhibition, % at 4.4 µM. UHRF1 binding to methylated oligo, TR-FRET; in the data active means inhibition above about 21%;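 further: UHRF1 SRA domain binding a hemimethylated CpG hairpin DNA probe; 0% = median of test compound wells and 100% = reference inhibitor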
LEDGF integ inh: blocks HIV-1 LEDGF/p75-dependent DNA integration. TR-FRET IN-LEDGF/p75 DNA integration, Eu/Cy5. inhibition, % at 3.7 µM. 0.64% of 370,000 active. AID 743269;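 active means inhibition above the screen-wide mean plus 3 SD, cut at about 13% in these data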;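 further: signal is the Cy5 over europium emission ratio at 671 and 618 nm; 0% = plate median of compound wells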
DDE Tn7 FP inh: disrupts Tn7 cyclic peptide binding to fibrin D-Dimer-E complex. P02675. FP displacement of FITC-Tn7 peptide from fibrin DD(E); 0% = median of compound wells per plate. inhibition, % at 8.3 µM. 0.13% of 370,000 active;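 active means inhibition above the mean of compounds falling within the control limits plus 3 SD of them, cut at about 14% in these data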;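 further: 0% = plate median of compound wells and 100% = 10 µM Aha-Tn7 peptide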
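Test system: human clot-derived fibrin DD(E) complex / Quantity: 2 µM final DD(E) protein / Incubation: 10 min plus 3 h, room temperature / Measured by: fluorescence polarization / Benchmarks: high control of 10 µM Aha-Tn7 peptide / Replicates: singlicate testing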
* = called active by the depositor; nt = not tested or not shown.

Values in the order – TDP2 inh	PRMT1 FP inh	PG9 Ab binder	SIAE inh	TCR-CD3 inh	HTRA1 inh	mABHD4 FP	UHRF1 binding	LEDGF integ inh	DDE Tn7 FP inh
> CC(=O)N(c1ccc(N(C(C)=O)S(=O)(=O)c2cccs2)cc1)S(=O)(=O)c1cccs1
→ -14	-3	-2.7	2	4	-2	-2	0	0	-2
> Cc1cc(C)c(C2=NOC3C4CCC(C4)C23)c(C)c1 (centres undefined)
→ -7	-3	0.2	9	6	-1	-3	-3	-2	8
> C[C@]12CC[C@@H]3c4ccc(OC(=O)c5ccccc5)cc4CC[C@H]3[C@@H]1CC[C@@H]2O
→ 0	0	-0.5	0	6	-3	-2	-3	-4	3
> COc1ccc(Br)cc1/C=N/NC(=O)Cn1nnnc1N
→ 7	-1	0.3	3	-4	-2	0	-2	1	-4
> COc1ccc(N2CCN(C(=O)C3CCN(S(=O)(=O)c4cccs4)CC3)CC2)cc1
→ -10	-10	-4.0	-4	3	-5	-1	-4	0	2
> CCOC(=O)CSc1n[nH]c(-c2ccco2)n1
→ -2	-3	-0.9	2	2	2	4	-6	3	-9
> COc1ccccc1C(=O)NC(=O)COC(=O)CNC(=O)c1ccc(Cl)c([N+](=O)[O-])c1
→ 3	3	1.2	3	4	-5	7	-2	0	0
> Cc1ccc2nc(SCC(=O)N3CCCC3)nc(=O)n2c1
→ 8	0	0.0	1	-5	4	-2	-1	0	-7
> Cc1ccc(S(=O)(=O)N=N/C=C2\C=CC=CN2O)cc1
→ 8	5	0.9	2	4	5	-2	0	-1	0
> CCOC(=O)/C(=N/Nc1ccc(OC)cc1)Sc1nnc(CCc2ccccc2)n1-c1ccccc1
→ 3	4	-5.4	17*	2	-3	-3	-3	-4	6
> C[C@@H](c1ccccc1)N1C[C@@H](COCc2ccccc2)Oc2cc(N3CCC[C@H]3CO)ccc2S1(=O)=O
→ 2	-3	-0.8	-11	0	nt	-2	1	1	1
> COc1ccc(C)cc1NC(=O)CSc1ccc(-c2ccccn2)nn1
→ 0	1	0.0	3	-4	12	-6	-1	2	1
> CCC(=O)Nc1nn(CC(C)C)c2nc3ccc(C)cc3cc12
→ 1	-2	-2.2	-8	-8	-4	-1	-3	1	7
> COc1ccc(CCNCC(O)COc2ccc(Cl)cc2)cc1OC (centres undefined)
→ 11	-3	-0.5	0	5	1	3	0	-2	6
> Cc1ccc(NC(=O)CSCC(=O)OC(C)C(=O)Nc2ccccc2C)cc1 (centres undefined)
→ 3	-2	0.5	2	6	5	4	0	1	-2
> COc1ccc(-n2c(C)nnc2SCC(=O)N2CCOCC2)cc1
→ 6	-3	-1.1	-1	4	3	0	-1	-2	-3
> NC(=O)C1CCN(CC(=O)NC2CCCc3ccccc32)CC1 (centres undefined)
→ 2	-2	-1.6	-2	-6	12	-7	1	3	5
> COc1ccc(CCNC(=S)NCCc2c[nH]c3ccccc23)cc1
→ 3	-4	-0.7	5	-1	-6	-6	-2	3	0
> CSc1sccc1/C=C(/C#N)C(=O)c1ccco1
→ 5	12	0.4	-56	-22	-8	-16	0	6	3
> CC1CCN(C(=O)Nc2ccc3nsnc3c2)CC1
→ 12	1	0.1	1	-2	-1	15	-7	-1	-6
> Cc1ccc2nc(C)c3c(c2c1)SCC3
→ 3	-3	1.0	-2	-1	nt	0	-3	0	0
> O=C(NNC(=O)C1CC(c2cccnc2)=NO1)Nc1ccccc1F (centres undefined)
→ 8	2	0.9	-1	-4	3	8	-1	-3	3
> COc1ccc(OC)c(N2C(=O)CCCC2=O)c1
→ 3	-2	0.8	3	-8	-8	0	2	-2	3
> COCCN(C(=O)COC(=O)CCc1c[nH]c2ccccc12)c1c(N)n(Cc2ccccc2)c(=O)[nH]c1=O
→ -13	-1	1.6	0	-2	-5	-3	1	3	-3
> O=C(O)C1Cc2ccccc2CN1C(=O)CSc1nnc2ccccn12 (centres undefined)
→ 7	-1	-0.7	4	5	0	0	-2	-3	3
> O=S(=O)(CCNCCc1ccccc1)NC1CCCCC1
→ -5	2	-1.3	8	4	1	-2	1	-6	3
> COc1ccc(NC(=O)c2ccc(NC(=O)CN3CCC(C(N)=O)CC3)cc2)cc1
→ 4	-4	0.8	1	3	2	5	-2	-4	3
> CC1CCCN(S(=O)(=O)c2ccc(NC(=O)C3CC(=O)N(c4ccccc4)C3)cc2)C1 (centres undefined)
→ -11	-5	-0.6	-6	-4	-19	-7	3	1	-7
> O=C(Nc1cccc(C(F)(F)F)c1)c1cccnc1N1CCOCC1
→ -12	2	0.1	1	-5	5	-11	2	2	5
> COc1ccccc1NC(=O)CCN1C(=O)C2C3CCC(C3)C2C1=O (centres undefined)
→ -4	6	0.7	3	-6	9	4	0	-2	-5

Fetched by structure from the list above:
Values in the order – TDP2 inh	PRMT1 FP inh	PG9 Ab binder	SIAE inh	TCR-CD3 inh	HTRA1 inh	mABHD4 FP	UHRF1 binding	LEDGF integ inh	DDE Tn7 FP inh
> O=C(O)C1Cc2ccccc2CN1C(=O)CSc1nnc2ccccn12 (centres undefined)
→ 7	-1	-0.7	4	5	0	0	-2	-3	3
> CC1CCCN(S(=O)(=O)c2ccc(NC(=O)C3CC(=O)N(c4ccccc4)C3)cc2)C1 (centres undefined)
→ -11	-5	-0.6	-6	-4	-19	-7	3	1	-7
> COCCN(C(=O)COC(=O)CCc1c[nH]c2ccccc12)c1c(N)n(Cc2ccccc2)c(=O)[nH]c1=O
→ -13	-1	1.6	0	-2	-5	-3	1	3	-3
> O=S(=O)(CCNCCc1ccccc1)NC1CCCCC1
→ -5	2	-1.3	8	4	1	-2	1	-6	3
> COc1ccc(NC(=O)c2ccc(NC(=O)CN3CCC(C(N)=O)CC3)cc2)cc1
→ 4	-4	0.8	1	3	2	5	-2	-4	3

Further compounds
Values in the order – TDP2 inh	PRMT1 FP inh	PG9 Ab binder	SIAE inh	TCR-CD3 inh	HTRA1 inh	mABHD4 FP	UHRF1 binding	LEDGF integ inh	DDE Tn7 FP inh
> CC(C)c1ccc(NC(=O)c2cc(Br)ccc2Br)cc1
→ 8	-1	0.5	4	2	-16	-5	0	-1	2
> NC(=S)N/N=C/c1cccc(O)c1O
→ 5	10	-2.1	9	-7	8	15	-2	11	3
> COc1ccc(C(=O)/C=C2/c3ccccc3CC(C)(C)N2C)cc1
→ -7	2	-0.2	1	2	2	7	0	-5	1
> Cc1cc(=O)cc(C)n1-c1ccc2c(c1)nc(C)n2-c1ccccc1
→ 0	3	0.2	6	-8	8	0	5	-1	9
> CC(C)c1onc(C(=O)NC2CCCCC2)c1[N+](=O)[O-]
→ 6	-2	-0.9	-3	-3	5	1	1	-1	6
> CC(C)c1ccc(NC(=O)COc2ccccc2)cc1
→ -4	3	0.4	-13	2	-2	-5	-1	1	4
> COC(=O)C1=C(C)N=C2SC(C)C(=O)N2C1/C=C/c1ccccc1OC (centres undefined)
→ 2	0	0.0	-17	7	-21	-22	-2	2	-5
> COc1ccc(C2=NOC(C(=O)NCC(C)C)C2)cc1 (centres undefined)
→ -4	1	1.2	4	1	-3	1	8	-3	-1
> CC(=O)Nc1ccc(N2C(C(C)=O)=NN(c3ccccc3)C2c2cccs2)cc1 (centres undefined)
→ 4	1	-0.1	10	-1	-2	-2	-2	-1	-3
> CC1CCN(CCCOc2ccc(OCc3ccccc3)cc2)CC1
→ 10	-2	1.0	3	0	3	16	-1	1	3
> CCCn1c(=O)c(C(=O)Nc2cc(C)ccn2)c(O)c2ccccc21
→ -21	0	-1.7	-1	-14	-5	-11	0	3	-4
> O=C(Nc1ccc(F)c(F)c1)C1CCCN(S(=O)(=O)c2cccc3nonc23)C1 (centres undefined)
→ 2	-1	-1.9	-2	-1	-3	-2	2	3	-7
> O=C(NCCc1ccc(F)cc1)c1ccc([N+](=O)[O-])cc1
→ 0	-2	0.1	-1	2	4	2	-1	-2	4
> COc1ccc(Br)cc1CN1CCSCC1
→ 4	2	2.3	0	-3	-3	7	3	-7	8
> CCn1nnc(-c2ccccc2NS(=O)(=O)c2ccc(C(=O)OC)cc2)n1
→ 5	2	0.3	-6	7	-5	2	-1	-2	-2
> O=C(O)C1CCCCC1C(=O)NCCc1ccc(Cl)cc1 (centres undefined)
→ -8	-2	2.1	0	-3	7	-3	2	0	8
> CCC(C(=O)Nc1ncn[nH]1)(C(F)(F)F)C(F)(F)F
→ 8	-4	-1.4	-3	-2	6	-4	3	-2	-5

Compound activity deposited in PubChem BioAssay by The Scripps Research Institute Molecular Screening Center.
